# IP6K1 inh – Primary qHTS assay for small molecule inhibitors of Inositol hexaphosphate kinase 1 (IP6K1) | Inositol hexakisphosphate kinase 1 (Homo sapiens), Q92551 | IP6K1 kinase, ADP-Glo luminescence, 2 h; hits give low values | activity change, % (series mostly up to about 58 µM) | actives 0.81% (n = 140,000) | AID 1645851, 2021; in the data active = activity change below about -25%
#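 ADP-Glo luminescence measures ADP made by human IP6K1 during a 2 h RT reaction with ATP/IP6 (mix at 1.3 mM/130 uM); top library doses 57.5 and 19.1 uM final.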
# HEK293 tox – Cytotoxic Profiling in HEK 293 Cell Line of Diverse Libraries Using Quantitative High-Throughput Screening | HEK 293 viability, ATP luminescence (CellTiter-Glo), 48-72 h | Potency, µM (top dose mostly 115 µM), for the others: at the highest dose activity change, negative = cytotoxicity, hits mostly inhibitors | actives 6.6% (n = 94,000) | AID 1345083, 2018; also: potency is read from the fitted curve at half-maximal effect; nearly all actives have a fitted effect of over 60% in size
#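 Pintool-delivered compounds were incubated with HEK 293 cells (250 cells/well) at 37 degree Celsius for 48 or 72 hr. ATP-dependent luminescence (CellTiter-Glo) then reported remaining viable cells.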
# 3T3 cytotox – Cytotoxic Profiling in NIH 3T3 Cell Line of Diverse Libraries Using Quantitative High-Throughput Screening. NIH 3T3 viability, CellTiter-Glo ATP luminescence, 48-72 h. Potency, µM (doses to about 96.7 µM), for the others: top-dose activity change, negative = cytotoxicity, most hits filed as inhibitors. actives 4.3% (n = 94,000); also: potency is read from the fitted curve at half-maximal effect; nearly all actives have a fitted effect of over 55% in size
#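 Mouse fibroblast NIH 3T3 cells, 400 per well, received compound via pintool and were incubated for 48 or 72 hr prior to CellTiter-Glo ATP luminescence measurement.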
# SNCA expr inh – Primary qHTS assay for inhibitors of alpha-synuclein gene (SNCA) expression; AID 1671194, 2021; Potency, µM (highest dose often 57.2 µM), for the others: at the highest dose activity change, negative = inhibition, most hits filed as inhibitors; actives 0.17% (n = 140,000); HEK-293 SNCA-luciferase knock-in, luminescence, 24 h;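 also: potency is read from the fitted curve at half-maximal effect; plate controls were DMSO cells for no effect and cell-free wells for full effect; nearly all actives have a fitted effect of over 45% in size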
# SNCA viab count – GF-AFC viability counterscreen for inhibitors of alpha-synuclein gene (SNCA) expression | HEK-293-SNCA-luc viability, GF-AFC fluorescence, 24 h | Potency, µM (doses to about 57.1 µM), inactives show at the highest dose activity change, negative = cytotoxicity, usual class: cytotoxic | actives 0.12% (n = 150,000);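 also: potency is read from the fitted curve at half-maximal effect; 0% = DMSO-treated cells and -100% = medium-only wells without cells; nearly all actives have a fitted effect of over 30% in size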
#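 HEK-293-SNCA-luc cells (1500/well) plated 24 h, then exposed 24 h to a dilution series; GF-AFC added 30 min at 37C, fluorescence 405/540 nm; normalised to medium-only and DMSO wells, Hill fit.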
# FLuc inh – Firefly luciferase inhibition profiling of diverse chemical library using quantitative high-throughput screening | actives 2.5% (n = 76,000) | purified P. pyralis luciferase, luminescence, biochemical | Luciferin 4-monooxygenase (Photinus pyralis), P08659 | Potency, µM (doses to about 115 µM), for inactives: at the highest dose activity change, negative = inhibition, most hits filed as inhibitors; also: potency is read from the fitted curve at half-maximal effect; nearly all actives have a fitted effect of over 65% in size
# Target sequence (P08659 whole entry, looked up): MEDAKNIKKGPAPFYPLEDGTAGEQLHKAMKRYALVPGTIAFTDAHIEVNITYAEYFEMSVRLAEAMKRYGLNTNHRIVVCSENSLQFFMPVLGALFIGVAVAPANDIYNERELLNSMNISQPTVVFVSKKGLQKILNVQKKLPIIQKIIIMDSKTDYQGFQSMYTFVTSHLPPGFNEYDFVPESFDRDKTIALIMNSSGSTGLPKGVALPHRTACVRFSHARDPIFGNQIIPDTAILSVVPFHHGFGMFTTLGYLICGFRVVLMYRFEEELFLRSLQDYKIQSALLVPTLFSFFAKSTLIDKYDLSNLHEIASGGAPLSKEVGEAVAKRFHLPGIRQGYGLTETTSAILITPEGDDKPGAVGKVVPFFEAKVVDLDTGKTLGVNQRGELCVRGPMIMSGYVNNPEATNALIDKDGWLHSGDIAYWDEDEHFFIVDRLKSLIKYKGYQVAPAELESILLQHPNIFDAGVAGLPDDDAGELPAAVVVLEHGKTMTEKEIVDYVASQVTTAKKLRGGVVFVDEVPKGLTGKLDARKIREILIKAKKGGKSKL
#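 FLuc 10nM, D-luciferin 10uM, ATP 10uM, Mg acetate 10mM, Tris acetate pH 7.5, Tween/BSA; cpd qHTS; enzyme added last; CCD luminescence.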
# GPT2 inh – Primary qHTS assay for inhibitors of Glutamate pyruvate transaminase 2 (GPT2). Recombinant GPT2, coupled pyruvate oxidase/HRP Amplex Red fluorescence. Potency, µM (highest dose often 57.7 µM), for inactives: top-dose activity change, negative = inhibition, most hits filed as inhibitors. actives 0.25% (n = 100,000). AID 1671188, 2021; also: potency is read from the fitted curve at half-maximal effect; nearly all actives have a fitted effect of over 60% in size; many of its hits are not listed in these tables
# Target sequence (Q8TD30 whole entry, looked up): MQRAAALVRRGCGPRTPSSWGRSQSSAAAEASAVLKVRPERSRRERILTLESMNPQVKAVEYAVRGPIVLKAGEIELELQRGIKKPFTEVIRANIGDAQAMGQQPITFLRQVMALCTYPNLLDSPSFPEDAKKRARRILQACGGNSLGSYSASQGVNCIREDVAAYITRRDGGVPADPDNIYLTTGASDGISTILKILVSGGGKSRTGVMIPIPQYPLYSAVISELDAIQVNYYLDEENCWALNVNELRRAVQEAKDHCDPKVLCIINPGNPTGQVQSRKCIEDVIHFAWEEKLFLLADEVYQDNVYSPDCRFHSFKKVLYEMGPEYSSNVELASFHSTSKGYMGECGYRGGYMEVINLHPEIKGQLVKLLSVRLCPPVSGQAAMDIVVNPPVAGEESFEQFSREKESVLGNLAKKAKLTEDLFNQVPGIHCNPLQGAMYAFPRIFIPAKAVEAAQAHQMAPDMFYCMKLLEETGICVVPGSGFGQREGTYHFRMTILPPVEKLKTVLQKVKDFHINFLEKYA
#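 GPT2 10ng/uL, a-KG 250uM, L-Ala 2mM, HEPES pH7.5 + 0.0001% Tween; 30 min RT. Then Amplex mix (PO/HRP/ThPP), 30 min RT dark, fluorescence. AOA 50uM used as positive control.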
# * = called active by the depositor; i = inactive; ? = inconclusive; . = no result given; & = joins results of further samples; [ ] = another dose, or the depositor's remark. Unless noted, calls follow the shape of the dose curve; as a rule, active = well fitted curve in the direction sought with a large enough effect; inconclusive = small, poorly fitted or top-dose-only effect, or another doubt; inactive = no such curve, though single readings can be large; an effect the other way counts as inactive or inconclusive. Unless noted, % is scaled to controls: 0 for no effect and ±100 for the full control effect.
nr	canonical_smiles	IP6K1 inh	HEK293 tox	3T3 cytotox	SNCA expr inh	SNCA viab count	FLuc inh	GPT2 inh
1	Cc1csc(NC(=O)c2nc3c(o2)CCN(CC2CC2)CC3)n1	-9	-5%[172 µM]	?	37%[activator][87.6 µM]	1%[87.6 µM]	18µM*	-3%[88.5 µM]
2	CCN(CC)Cc1cnc2c(C(=O)N3CCOC(C(F)(F)F)C3)cnn2c1 (configuration not stated)	10	-18%	-7%	-11%	-5%	7%	5%
3	Cc1nc(NC(=O)c2c(-c3ccccc3)c(-c3ccccc3)nn(C)c2=O)sc1C	0	.	.	52%[activator]	-5%	.	.
4	NC(=O)c1nc(Nc2ccccc2)sc1NC(=O)c1ccccc1Br	13	.	.	50%[activator]	-8%	.	.
5	O=C1CCC2(C(=O)NCc3ccc4c(c3)OCO4)CCC=C2N1C1CCCC1 (configuration not stated)	19	?	-28%	3%	?	.	4%
6	CCOc1ccc(NC(=O)CSc2cc(C)c3ccccc3n2)cc1	4	.	.	-5%	1%	.	.
7	O=S(=O)(NCc1nc2cccnc2n1Cc1ccc(F)cc1)c1ccc2c(c1)CCCC2	-4	.	.	?	-24%	.	.
8	Cc1cc2ccccc2n1CCNC(=O)c1ccc(F)cc1	29	.	.	10%	-2%	.	.
9	Cc1nn2c(c1-c1ccccc1C(C)C)N(Cc1ccc(C(=O)O)s1)CCC2	22	?	?	-24%[87.6 µM]	-9%[87.6 µM]	-4%[172 µM]	i
10	COc1ccc(C(=O)NCCn2ccn3nc(-c4ccc(C)c(C)c4)cc3c2=O)cc1F	-13	?	2%	103%[activator]	-3%	-31%	i
11	O=c1n(Cc2ccc(F)cc2)nc2n1-c1cc(Cl)ccc1OC2	4	.	.	-14%	12%	.	.
12	CC(C)N1CCC(C(=O)N2CCCN(Cc3cccs3)CC2)CC1	-1	-8%	-2%	-1%	4%	-5%	i
13	Cc1ccc(NC(=O)c2ccc(COc3ccccc3Cl)o2)cc1	-15	.	.	-26%	0%	.	.
14	CN(C)c1ccc(C(=O)Nc2ccc(-c3nc4ccccc4o3)cc2)cc1	2	.	.	83%[activator]	-1%	.	.
15	O=C(NC1CCN(Cc2ccccc2)CC1)c1nnn2c1COC(c1ccc(F)cc1)C2 (configuration not stated)	-13	?	?	-14%	5%	-9%	1%
16	O=C(CN1C(=O)NC2(CCCCC2)C1=O)Nc1ccc2c(c1)OCO2	6	2%	-18%	8%	11%	-12%	-7%
17	COc1ccc(OC)c(NC(=O)[C@H](Cc2ccccc2)N2Cc3ccccc3C2=O)c1	5	.	.	-4%	-16%	.	.
18	Cc1ccc(F)cc1S(=O)(=O)N1C[C@@H](F)C[C@H]1C(=O)N1CCc2ccccc2C1	14	?	?	-12%	-17%	5%	i
19	CN(Cc1ccc(F)cc1)Cc1cccn1C	4&-1	i	-1%[138 µM]	-21%&5%[87.6 µM]	-5%&-11%[87.6 µM]	-3%&1%[172 µM]	i
20	COc1ccccc1CNC(=O)C1CCN(C(=O)c2nnn3c2COC(c2ccc(C)cc2)C3)CC1 (configuration not stated)	-24	-18%	-18%	69%[activator]	-1%	18µM*	i
21	COc1ccc(-c2nc3sc(CCNC(=O)Cc4ccc(F)cc4)c(C)n3n2)cc1	-4	.	.	94%[activator]	?	.	.
22	CCOc1ccc(CCNC(=O)CCc2c(C)nc3c(c(C)nn3-c3ccc(C)c(C)c3)c2C)cc1	7	.	.	-11%	-5%	.	.
23	CC1CCCCN1Cc1nc2c(c(=O)n(C)c(=O)n2C)n1Cc1ccc(Br)cc1 (configuration not stated)	8	.	.	-28%	1%	.	.
24	Clc1cccc(CN2CC[C@H](c3nnc(-c4ccncc4)o3)C2)c1	10	?	-30%[174 µM]	-22%[87.6 µM]	2%[87.6 µM]	-15%[172 µM]	-6%[88.5 µM]
25	O=C1OCCCN1CCNc1ccc(-c2nc(-c3ccccc3F)no2)cn1	3	?	-37%	1%	-3%	35µM*	i

# 2 entries drawn at random from those above, as already listed:
nr	canonical_smiles	IP6K1 inh	HEK293 tox	3T3 cytotox	SNCA expr inh	SNCA viab count	FLuc inh	GPT2 inh
21	COc1ccc(-c2nc3sc(CCNC(=O)Cc4ccc(F)cc4)c(C)n3n2)cc1	-4	.	.	94%[activator]	?	.	.
13	Cc1ccc(NC(=O)c2ccc(COc3ccccc3Cl)o2)cc1	-15	.	.	-26%	0%	.	.

# (continued)
nr	canonical_smiles	IP6K1 inh	HEK293 tox	3T3 cytotox	SNCA expr inh	SNCA viab count	FLuc inh	GPT2 inh
26	Cn1cnc(=N)c2[nH]cnc21	.	.	.	30%[activator]	-1%	.	0%
27	CCOCC1(C)COc2ccc(C(=O)Nc3cccnc3)cc2N1 (configuration not stated)	1	?	-14%[138 µM]	77%[activator][87.6 µM]	3%[87.6 µM]	7%[172 µM]	1%[88.5 µM]
28	COc1ccccc1NC(=O)c1cc2ccc3cccnc3c2[nH]1	-6	.	.	?	-28%	.	.
29	Cc1ccccc1C(=O)NC1CCN(c2cc(-c3ccc(Cl)cc3)[nH]n2)CC1	17	?	?	-24%	-7%	4%	-12%
30	COc1cc(OC)c(C(=O)CCCN2CCCC2)c(OC)c1	-2	.	.	6%	-1%	.	-2%
31	CCc1noc(-c2cccn3c(CNC(=O)Cc4ccc(F)cc4)nnc23)n1	24	4%	-20%	-10%	2%	7%	-16%
32	Cc1ccn2c(C(=O)N3CCCn4nc(C(O)CO)cc4C3)nnc2n1 (configuration not stated)	24	1%	-1%	9%	-4%	-4%	2%
33	COc1ccc(-c2ccc3ncc(Nc4cccc(F)c4)n3n2)cc1OC	-11	63µM*	?	10%[87.6 µM]	-1%[87.6 µM]	-29%[172 µM]	-21%[88.5 µM]
34	Cc1ccc(NC(=O)c2nc(-c3ccncc3)no2)c(Cl)c1	10	.	.	?	5%	.	.
35	CCN(CC)c1nn2c(=O)c(C(=O)NCc3cccc(C)c3)cnc2s1	34	.	.	-19%	-11%	.	.
36	O=C(NCc1ccco1)C1COC2(CCN(C(=O)c3ccc(F)cc3)CC2)N1C(=O)c1ccco1 (configuration not stated)	-7	?	-24%	-23%	-60%	-12%	-1%
37	CCC(=O)N1c2ccc(S(=O)(=O)CCC(=O)N3CCN(c4cc(C)ccc4C)CC3)cc2CC1C (configuration not stated)	21	.	.	29%	-6%	.	.
38	CO[C@H]1C(=O)N(C(C)C)[C@H]1C1CCN(C(=O)NC2CCCCC2)CC1	10	-9%	i	-1%	0%	-2%	-5%
39	Cc1ccc(-c2nnc(C3CN(C(=O)c4ccc(F)c(F)c4)CC34CCOCC4)o2)cc1 (configuration not stated)	24	?	?	-4%	-3%	-6%	-2%
40	COc1ccc(CCNC(=O)c2ccc3nnc(-c4cccc(C(F)(F)F)c4)n3c2)cc1	20	?	?	?	?	.	?
41	COc1ccc(CNC(=O)N2CC3CN(C)CC(C2)O3)cc1	9	-2%	-4%	42%[activator]	-7%	.	i
42	O=C([C@H]1C[C@H](Oc2ccccc2)CN1S(=O)(=O)c1ccccc1)N1CCOCC1	35	-5%	-19%	21%	-3%	-5%	-6%
43	NCCCC(=O)N1CCCC2(Cc3ccccc3CN2C(=O)c2cccc(Cl)c2)C1 (configuration not stated)	0	?	?	-14%	-16%	.	-9%
44	CN1CCOC2(CCN(Cc3cccc(C#N)c3)CC2)C1=O	2	.	.	2%[87.6 µM]	3%[87.6 µM]	.	i
45	O=C(NCc1ccc(F)cc1)c1ccc2nnc(-c3ccc(OC(F)(F)F)cc3)n2c1	-3	?	?	?	4%	.	-8%
46	Cc1cccc(OCc2nc(CC(=O)Nc3ccc(Cl)cc3)cs2)c1	0	.	.	4%	-2%	.	.
47	CN(C)c1cccc(C(=O)N2CCC(n3cc(-c4nc(-c5ccccc5)no4)nn3)C2)c1 (configuration not stated)	-11	28µM*	?	?	?	32µM*	i
48	Cc1ccc(NC(=O)Cn2c(=O)oc3ccccc32)cc1Cl	-15	.	.	5%	16%	.	.
49	Cc1ccc(-c2onc(C)c2C)cc1S(=O)(=O)N1CCOc2ccc(Cl)cc21	7	.	.	?	-13%	.	.
50	CCS(=O)(=O)N1CCc2nc(N(C)Cc3cccnc3)[nH]c(=O)c2CC1	14	?	2%	12%	13%	5%	1%

# Additional compounds:
nr	canonical_smiles	IP6K1 inh	HEK293 tox	3T3 cytotox	SNCA expr inh	SNCA viab count	FLuc inh	GPT2 inh
51	COCCN1CCCC2(CCN(C(=O)CCn3cncn3)C2)C1=O (configuration not stated)	12	-1%	-3%	5%	-5%	-3%	-15%
52	CCCCNC(=O)CN1CCN(c2ncc(NC(=O)c3ccc(Cl)cc3)cc2C(=O)O)CC1	-59*	.	.	28%	12%	.	.
53	CN1c2cc(C(=O)Nc3ccc(N4CCOCC4)cc3)ccc2C(=O)N2CCCCC21 (configuration not stated)	-8	?	?	-26%	0%[12.5 µM]	-23%	i
54	COC(=O)C1=C(C)NC(=O)NC1c1cn(-c2ccccc2)nc1-c1ccc(OC)c(Br)c1 (configuration not stated)	19	.	.	4%	-19%	.	.
55	O=C(NCc1ccccc1F)c1cn2cc(-c3ccc(F)cc3)sc2n1	19	-9%[172 µM]	-17%[138 µM]	10%[87.6 µM]	3%[87.6 µM]	.	1%[88.5 µM]
56	CN(C)S(=O)(=O)N1CCC(Oc2ccc(C(=O)NCCc3ccncc3)cc2)CC1	-2	?	?	26%	0%	0%	i
57	COc1cc(NC(=O)c2cccc(-n3cc(NC(=O)Nc4cccc(C)c4)cn3)c2)cc(OC)c1OC	3	.	.	.	?	.	-9%
58	N#Cc1cccnc1-c1cccc(C(=O)O)c1	-13	-1%[172 µM]	-3%[138 µM]	-23%[87.6 µM]	8%[87.6 µM]	.	-18%[88.5 µM]
59	Fc1ccc(-n2cc(-c3ccccc3)c3c(NC4CCCCC4)ncnc32)cc1	-1	.	.	4%	9%	.	.
60	CCn1cc(/C=C(\NC(=O)c2ccccc2Cl)C(=O)NCCCn2ccnc2)c2ccccc21	0	.	.	-10%	-4%	.	.
61	COc1cccc(Cn2c(Oc3cc(C)cc(C)c3)nc3c2c(=O)n(C)c(=O)n3C)c1	-4	.	.	?	3%	.	.
62	O=C(c1cccs1)N1CC(Oc2ccc(-c3nc(-c4ccccc4)no3)cc2)C1	14	?	?	34%[activator]	-14%	-13%	i
63	O=C(NCCc1ccccc1)C1CCC(CNS(=O)(=O)c2ccccc2)CC1 (configuration not stated)	17	.	.	-21%	0%	.	.
64	O=C(CCC1CCCN(S(=O)(=O)c2ccccc2F)C1)NCCCN1CCOCC1 (configuration not stated)	6	-1%	i	6%	0%	0%	i
65	COc1ccc(Nc2sc(C(=O)c3ccccc3)c(N)c2C(=O)Nc2cc(C)ccc2C)c(OC)c1	-14	.	.	?	-18%	.	.

# Screens from PubChem BioAssay.
